Compound activity as filed in PubChem.
Glyco luc inh: increase of ERlucT glycosylation luciferase signal, primary screen, N-linked glycosylation inhibitor project, D54 ERlucT cells, luminescence, set 2; D54 ERlucT glycosylation luciferase reporter, 24 h; percent of 100 nM tunicamycin response; reporter increase, % at 12.5 µM; 0.23% of 360,000 active; AID 588692, 2011;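 active = mean luciferase reporter signal, scaled so untreated is 0 and the glycosylation-blocking control 100, at or above a set limit in every replicate; inconclusive = mean reaches the limit but not every replicate does; inactive = mean below the limit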;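 note: luciferase carries N-glycosylation sites so blocking glycosylation raises the light; 0% = median of neutral control wells and 100% = median of 100 nM tunicamycin wells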
aDG glyco up: activators of alpha-DG glycosylation, primary screen, uHTS, Pro5-aDG cells, AlphaScreen; alpha-DG glycosylation AlphaScreen (IIH6); 0% Pro5, 100% B10-LARGE cell signal; activation, % at 10 µM; 0.22% of 360,000 active;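 active = activation of at least 8% versus controls, or a plate z-score of at least 8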;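 note: Pro5 are CHO cells carrying HIG-tagged alpha-DG that lacks glycosylation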
PDI inh: inhibitors of human PDI, primary screen, biochemical, turbidity, single point, plate reader. Protein disulfide-isomerase (Homo sapiens), P07237. PDI insulin aggregation turbidity, A650, 90 min. inhibition, % at 10 µM. 0.052% of 350,000 active. AID 588391, 2011;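 active = mean inhibition across replicates of 30% or more, whatever share of single replicates reach that level; inconclusive = mean inhibition below 30% while every single replicate reaches 30%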;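 note: absorbance from insulin aggregation driven by PDI reduction with DTT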
Target sequence (P07237 whole entry, looked up): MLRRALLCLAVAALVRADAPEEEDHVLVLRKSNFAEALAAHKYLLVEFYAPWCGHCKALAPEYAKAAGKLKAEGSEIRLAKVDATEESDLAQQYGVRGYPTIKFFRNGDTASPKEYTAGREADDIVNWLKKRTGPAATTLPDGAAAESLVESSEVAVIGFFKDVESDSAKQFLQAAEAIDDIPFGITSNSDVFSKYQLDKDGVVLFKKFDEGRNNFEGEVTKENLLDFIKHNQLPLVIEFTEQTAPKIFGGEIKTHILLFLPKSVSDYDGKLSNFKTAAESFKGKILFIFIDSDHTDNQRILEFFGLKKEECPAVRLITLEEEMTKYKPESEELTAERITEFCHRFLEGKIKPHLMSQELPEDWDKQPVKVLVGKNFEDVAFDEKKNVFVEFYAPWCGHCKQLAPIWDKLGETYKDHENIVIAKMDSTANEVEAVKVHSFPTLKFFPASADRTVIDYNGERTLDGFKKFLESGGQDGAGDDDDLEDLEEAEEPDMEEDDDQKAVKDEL
CaV13 FRET inh: Disruptors of the CACNA1D IQ motif to Ca2+-dependent inactivation inhibitor domain association, primary screening, Förster resonance energy transfer in intact living …. 0.098% of 340,000 active. inhibition, % at 12.3 µM. HEK cells, CFP/YFP FRET ICDI-IQ, plate reader, 10 min; percent FRET-ratio fall versus neutral wells;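 active = mean replicate inhibition of at least 30% and at least 1% of replicates passing that level; inconclusive = only one of the two criteria is met; inactive = neither criterion is met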;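 note: 0% = median of the neutral control wells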
H9c2 protect: cardioprotection against H2O2-induced cell death, primary screen, uHTS, H9c2 cells, ATPLite luminescence; H9c2 cardiomyocytes, H2O2 injury protection, 2 h; protection from H2O2 cell death, % at 20 µM; 0.63% of 360,000 active;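 active = compounds giving at least 50% protection of heart cells from peroxide-induced death in the single-dose screen, raw or plate-pattern-corrected value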;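 note: 0% = DMSO wells with peroxide and 100% = DMSO wells without peroxide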
Vif inh: HIV Vif self-association inhibitors, primary screen, imaging, HEK293T, single point | HEK293T cells, Vif self-association by quenched fluorescence, 24 h | 0.35% of 340,000 active | inhibition, % at 7.49 µM; in the data active = inhibition above about 50%, passing the limit was not always enough; inconclusive = no clear call, values can overlap the other calls; inactive = below about 31%; note: some results filed as inactive read as strong as hits
MC4R antagonist: MC4R antagonists of cAMP signaling, primary screen, cell-based, TR-FRET, antagonist arm of biased-ligand search. AID 540295, 2011. MC4R-expressing cells, MTII-stimulated cAMP, LANCE TR-FRET. Melanocortin receptor 4 (Homo sapiens), P32245. inhibition, % at 6.5 µM. 0.48% of 360,000 active;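 active = inhibition above its plate's cutoff, the mean of tested wells on that plate plus 3 SD, cut at about 29% in these data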;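 note: 0% = Melanotan II alone and 100% = Melanotan II plus saturating MCL0020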
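System: U2OS cells stably expressing human melanocortin 4 receptor (MC4R). Reagent: Melanotan II challenge after compound preincubation. Doses: 6.5 µM. Times: 30-min compound, 1-h challenge, 1-h detection, room temperature. Measured by: TR-FRET with Eu-cAMP and labeled anti-cAMP, 671 nm. Replicates: singlicate.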
ABCB6 inh 2: ABCB6 transporter inhibitors, primary screen, K562-ABCB6 cells, flow cytometry, MLPCN library. K562-ABCB6 porphyrin accumulation, 1 h; stronger effect = lower value. fluorescence ratio to DMSO, % at 10 µM. 0.19% of 360,000 active. AID 602162, 2011;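 active = fluorescence ratio to DMSO below 75%, the collection mean minus 3 SD; inconclusive = too few cells collected in the well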;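 note: signal is porphyrin accumulated inside mitochondria; 100% equals median channel fluorescence of DMSO control wells; lower ratio means ABCB6 inhibition with less porphyrin fluorescence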
m5-HT2A agonist: mouse Htr2a agonists via beta-arrestin recruitment, primary screen, cell-based, luminescence; 5-hydroxytryptamine receptor 2A (Mus musculus), P35363; 0.66% of 360,000 active; activation, % at 7.6 µM; CHO-K1 mHTR2A beta-arrestin complementation; percent of 30 µM serotonin response;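 active = activation above a run cutoff, the mean activation of all tested compounds plus 3 SD, cut at about 14% in these data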;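 note: 0% = plate median of compound wells and 100% = 30 µM serotonin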
Target sequence (P35363 whole entry, looked up): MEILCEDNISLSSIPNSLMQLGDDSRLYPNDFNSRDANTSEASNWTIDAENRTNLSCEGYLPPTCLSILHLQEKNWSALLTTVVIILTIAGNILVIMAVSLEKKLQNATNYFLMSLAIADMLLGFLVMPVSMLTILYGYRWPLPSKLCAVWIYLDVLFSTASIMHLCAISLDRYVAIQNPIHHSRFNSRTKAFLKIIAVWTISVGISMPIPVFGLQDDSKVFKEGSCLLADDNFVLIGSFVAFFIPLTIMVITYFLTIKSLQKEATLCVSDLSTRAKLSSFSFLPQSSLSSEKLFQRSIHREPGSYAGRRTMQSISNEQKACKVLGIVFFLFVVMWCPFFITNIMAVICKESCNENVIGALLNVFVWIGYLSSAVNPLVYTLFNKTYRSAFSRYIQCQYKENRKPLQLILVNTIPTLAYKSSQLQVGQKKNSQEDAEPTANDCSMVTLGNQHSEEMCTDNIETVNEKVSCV
MC4R barr agon: MC4R agonists recruiting beta-arrestin, primary screen, cell-based, luminescence, agonist arm of biased-ligand search. 0.98% of 360,000 active. U2OS MC4R beta-arrestin complementation; percent of melanotan II response, DMSO zero. Melanocortin receptor 4 (Homo sapiens), P32245. activation, % at 8.9 µM;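 active = activation above a per-plate cutoff, the mean activation of sample wells on that plate plus 3 SD, cut at about 8% in these data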
* = called active by the depositor; ? = inconclusive; nt = no result given.

Order of results: Glyco luc inh	aDG glyco up	PDI inh	CaV13 FRET inh	H9c2 protect	Vif inh	MC4R antagonist	ABCB6 inh 2	m5-HT2A agonist	MC4R barr agon
1	CC1NC(=O)c2cccnc2-n2c1nc1ccccc1c2=O (stereo not drawn)
  0	0.1	-9	-5	22	2	-4	106	5	-0.3
2	CCN(CC)CCCNC(=O)c1sc2ncn(CC(=O)Nc3ccc(C)c(Cl)c3)c(=O)c2c1C
  4	0.2	-1	-2	4	-3	0	99	-1	0.4
3	COc1cccc(CNC(=O)CSc2ccc(-c3ccccn3)nn2)c1
  1	-0.1	9	-3	2	-2	-2	97	-1	-0.5
4	CCCCN(C(=O)CCCc1nc2ccccc2s1)c1c(N)n(CC(C)C)c(=O)[nH]c1=O
  0	0.3	-7	-2	7	-5	3	95	-1	-0.5
5	O=C(CN1CCN(C(=O)C2CCCO2)CC1)Nc1ccc(Cl)cc1 (stereo not drawn)
  0	-0.1	-16	-3	8	-5	0	93	2	-2.9
6	Cc1cc(CNC[C@H]2O[C@@H](n3ccc(N)nc3=O)[C@H](O)[C@@H]2O)no1
  4	0.1	18	-6	8	-2	1	96	4	0.4
7	Cn1nc(C(F)(F)F)c(-c2ccccc2)c1N
  -1	-0.2	0	-5	4	0	4	100	2	-0.7
8	COc1ccccc1C(=O)N1CCN(C(=O)[C@H]2O[C@@H](n3ccc(N)nc3=O)[C@H](O)[C@@H]2O)CC1
  -3	0.1	nt	nt	4	nt	nt	105	2	nt
9	COc1cc(C)c(Cl)cc1S(=O)(=O)NCc1ccco1
  -2	0.0	-2	-6	19	12	1	98	-4	-1.5
10	Cc1cc(C)cc(N(CC(=O)NCC2CCCO2)C(=O)CCC(=O)Nc2nccs2)c1 (stereo not drawn)
  -1	0.0	-1	-6	-2	-10	-8	109	2	2.6
11	Cc1c(Cl)cnc(NC(=O)COC(=O)Cc2coc3ccc4ccccc4c23)c1Cl
  1	-0.3	5	-5	2	2	5	97	-1	0.1
12	CCOC(=O)C1CCCN(C(=O)c2cc(CN3C(=O)c4ccccc4C3=O)ccc2OC)C1 (stereo not drawn)
  0	0.0	-5	-5	0	2	0	95	6	-0.5
13	COC(=O)c1ccccc1NC(=O)Nc1cnccn1
  -1	-0.3	4	-5	5	15	10	100	4	0.2
14	Cc1cc(N2CCC(C)CC2)nc2cccc(O)c12
  0	0.0	0	-6	-10	-8	-3	99	0	5.3
15	COc1cccc(NC(=O)CNC(=O)Cn2cnc3sc4c(c3c2=O)CCCC4)c1
  0	0.8	-1	-5	-4	-1	21	100	11	-1.8
16	CCc1nc2ccc(C(=O)Nc3cccc(NS(C)(=O)=O)c3)cn2c1N(C)CCN1CCOCC1
  -2	0.1	-2	-10	2	0	15	103	-5	-0.4
17	COc1ccc(CNC(=O)c2cn(Cc3ccc(S(=O)(=O)N(C)C)cc3)c(=O)s2)cc1
  -7	0.0	12	-7	-3	-3	-5	98	7	1.3
18	CC1CC(C)CN(S(=O)(=O)c2cc3c(cc2Cl)NC(=O)CO3)C1 (stereo not drawn)
  -4	0.0	nt	-5	-5	-2	4	98	2	3.5
19	c1ccc2c(c1)nnn2Cc1nnc2sc(-c3ccncc3)nn12
  -2	-0.2	-1	-9	6	-8	5	96	-2	-1.4
20	CC1CC(C(F)(F)F)n2ncc(C(=O)O)c2N1 (stereo not drawn)
  1	0.0	2	-5	6	10	0	99	-2	-0.8
21	O=C(CSc1nnc2n(C3CCCCC3)c(=O)c3ccccc3n12)OC1CCCCC1
  3	0.1	2	-8	-9	-3	12	97	2	-1.9
22	Cc1ccc(C(=O)COc2ccccc2-c2ccccc2)cc1
  -3	0.6	0	-5	-12	-9	19	102	-6	1.2
23	COc1ccc(NC(=O)CSc2nc3[nH]c(=O)cc(O)c3s2)cc1OC
  -1	1.9	7	-1	5	-2	0	101	-4	-2.1
24	O=C(O)c1ccccc1Nc1cccc(OCc2ccc3ccccc3n2)c1
  0	-0.2	1	-6	17	-2	8	99	1	0.9
25	Cc1ccn2c(CNCC3COCCO3)c(C(=O)N3CCCCCC3)nc2c1 (stereo not drawn)
  1	-0.2	-5	-5	4	0	2	96	-6	0.5
26	C[C@H]1CN([C@@H](C)CO)C(=O)CCCn2cc(nn2)CO[C@@H]1CN(C)S(=O)(=O)c1ccc(Cl)cc1
  1	2.8	6	-10	4	-2	-3	99	3	1.0
27	O=c1oc2ccccc2n1CSc1nc2ccccc2s1
  -2	0.7	1	nt	-17	6	5	96	2	-0.2
28	C=CCNC(=O)C1CC1(c1ccc(C)cc1)c1ccc(C)cc1 (stereo not drawn)
  -3	0.1	3	-3	2	-9	-4	93	-5	-0.1
29	COc1ccccc1N1CCN(C(=O)c2cc3cc(Br)ccc3oc2=O)CC1
  1	0.2	nt	-7	-2	-1	8	101	1	-0.5
30	CCOC(=O)c1c(S(=O)(=O)N2CCN(C3CCCCC3)CC2)c(C)n(C)c1C
  -2	-0.1	-2	-4	0	6	-10	100	-3	1.3
31	COc1cccc(NC(=O)CN(C)C(=O)c2ccc(NC(=O)CC3SC(N4CCCCC4)=NC3=O)cc2)c1 (stereo not drawn)
  -1	-0.3	-14	-4	-2	4	4	92	-1	0.2
32	CCOCCCNC(=O)c1cc2c(-c3ccc(Cl)cc3)nn(C)c2s1
  6	0.0	6	-7	5	-13	0	104	-10	-0.4
33	Cc1ccc(O)c(C(=O)c2cnc3c(c2)COc2ccc(C)cc2-3)c1
  0	-0.3	-7	nt	-2	-3	1	101	13	-0.5
34	CCCC(=O)Nc1nnc(CC(=O)N2CCCC2)s1
  -3	0.1	9	-5	-3	11	1	77	0	-1.2
35	COCCSc1ccccc1C(=O)N1CCN(Cc2ccccc2)CC1
  2	0.3	-2	-3	4	2	14	101	-3	0.3
36	COC(=O)[C@H](CCSC)NC(=O)Nc1ccc(C(C)=O)cc1
  2	-0.1	5	-9	0	nt	15	102	4	-0.6
37	Cc1ccc(C(O)P(=O)(OCc2ccccc2)c2ccc(N(C)C)cc2)cc1 (stereo not drawn)
  -2	-0.1	8	-4	0	1	0	96	3	-0.2
38	CCN(CC)S(=O)(=O)c1cccc(NC(=O)COC(=O)CCC(=O)c2cccs2)c1
  1	-0.4	1	nt	1	-2	3	88	-3	-0.6
39	Cn1nnnc1SCC(=O)c1c(N)n(C2CC2)c(=O)[nH]c1=O
  5	-0.2	1	-2	2	-2	13	99	-4	-1.6
40	CCSc1nc(-c2ccccc2)c(C#N)c(=O)[nH]1
  -1	-0.1	-5	-6	4	-2	16	92	2	-1.0
41	Cc1cccc(Cn2c(N3CCCCC3C)nc3c2c(=O)[nH]c(=O)n3C)c1 (stereo not drawn)
  0	0.1	10	-6	-10	2	2	100	3	5.3
42	CCCc1cc(C(=O)Nc2sc(C)c(C)c2C(=O)OCC)no1
  -1	-0.1	nt	-6	-1	5	12	89	-1	0.5
43	Cc1cc(=O)oc2cc(OCC(=O)Nc3nnc(C(C)C)s3)ccc12
  1	-0.1	8	0	-5	-1	9	90	-2	-1.4
44	O=c1cc(CSc2ccccc2)nc(-c2ccncc2)[nH]1
  3	-0.5	2	-2	4	-2	-1	99	6	2.5
45	CCOC(=O)[C@H]1[C@H]2COc3ccc(Br)cc3[C@@H]2N2C(=O)c3cc(OC)c(OC)cc3NC(=O)[C@@]12C
  31*	-0.3	8	-5	50*	-7	0	96	-7	-3.0
46	NNC(=O)Cn1c(-c2nonc2N)nc2ccccc21
  1	-0.3	0	-1	-4	4	1	97	0	-2.9
47	CC(C)(C)C(=O)N(Cc1nc2ccccc2c(=O)[nH]1)Cc1cccs1
  1	-0.1	-5	-8	20	-6	-3	100	15*	3.2
48	Cc1cc(=O)oc2cc(OC(C)C(=O)Nc3ccc(N4CCCCC4)cc3)ccc12 (stereo not drawn)
  -2	-0.4	1	-5	0	-2	8	98	1	-1.0
49	CCOC(=O)C1=CCC(c2ccco2)N(S(=O)(=O)c2ccc(C)cc2)C1 (stereo not drawn)
  0	0.2	nt	-7	1	?	nt	99	-3	nt
50	CC1CCN(C(=O)/C(=C/c2ccccc2Cl)c2ccccc2)CC1
  1	0.1	7	-2	-13	-2	6	93	-2	2.7
51	CC(Sc1ccccc1)C(=O)NCCc1ccccc1 (stereo not drawn)
  0	0.1	-4	-22	-1	-4	14	96	3	-1.7
52	CCOC(=O)c1[nH]c(C)c(/C(O)=C2\C(=O)C(=O)N(CCCN(C)C)C2c2cccnc2)c1C (stereo not drawn)
  3	-0.2	1	nt	0	-2	-2	102	-2	-1.1
53	CC(C)(C)c1ccc(OCC(=O)NCc2ccco2)c(Br)c1
  3	0.0	3	-4	-6	-10	15	100	-6	1.1
54	c1ccc(N2CCN(c3cnccn3)CC2)nc1
  1	0.1	-9	-7	3	6	0	91	1	-1.3
55	Cc1cc(C)c(C(=O)N2CCCC(N3CCN(c4cccc(C(F)(F)F)c4)CC3)C2)o1 (stereo not drawn)
  1	-0.1	-11	-15	5	-1	-2	98	-5	-1.6
56	C=CCN1C2CCCC1CC(NC(=O)Nc1cc(C)cc(C)c1)C2 (stereo not drawn)
  1	0.5	-1	-3	1	4	4	102	-10	-0.5
57	O=C(Nc1cc(Cl)ccc1-n1cncn1)c1ccc([N+](=O)[O-])s1
  -2	12*	19	nt	-13	nt	11	207	-1	-3.0
58	N#Cc1ccccc1OCCN1C(=O)c2ccccc2C1=O
  1	0.0	6	-8	19	0	4	90	-5	-1.5
59	O=c1[nH]n(CC2COC3(CCCCC3)O2)c(=O)c2ccccc12 (stereo not drawn)
  5	0.2	-9	-8	52*	4	4	94	-3	0.6
60	CCn1cc(C(=O)NCCN(CC(C)C)CC(C)C)c(=O)c2cc(S(=O)(=O)N3CCOCC3)ccc21
  2	-0.1	6	-2	-1	-3	3	99	-9	0.4
61	COc1ccc(Cl)cc1N1C(=O)CC(N2CCc3ccccc32)C1=O (stereo not drawn)
  0	0.2	10	-4	-1	nt	6	86	4	-2.1
62	O=C(O)c1ccc(/C=N/Nc2ncc(C(F)(F)F)cc2Cl)cc1
  2	0.0	2	-16	4	9	0	101	-2	-1.4
63	O=C(Nc1ccc(S(=O)(=O)N2CCOCC2)cc1)C1CC1
  -1	-0.1	4	-4	-2	-19	19	100	3	1.1
